Screens from PubChem BioAssay.
Lipid storage S3: qHTS Assay for Lipid Storage Modulators in Drosophila S3 Cells | Drosophila S3 cells, BODIPY lipid droplet fluorescence, 18-24 h; cells fed with added oleic acid | lipid storage change, negative = inhibition, % at the top dose, mostly 46.1 µM; hits show Potency in µM | 0.64% of 320,000 active; active = well fitted inhibition curve with a large enough effect in the signal ratio, with a control signal flat, not every such curve was filed as active; inconclusive = small, poorly fitted or top-dose-only effect, or effect the other way, or a change in a side signal; the % refers to the signal ratio
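Drosophila S3 cells loaded with oleic acid (400 uM, as added) and compounds at several concentrations; lipid droplets imaged by 488-nm laser-scanning cytometry, 500–530 nm intensity and object ratio to cell channel. Percent activity normalized to 20 uM Triacsin C.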
Lipid storage S3 cell count max: second read-out of Lipid storage S3, no call of its own (marks repeat the call); cell number change, %; measured here: cell count max response;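 cells counted by Cell Tracker Red CMTPX staining in the red channel; peak over a dose series mostly up to 46.1 µM; percent activity relative to internal control wells on each plate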
* hit, by the source's call; i = inactive; ? = inconclusive; · = not tested or not shown; [ ] = dose if it differs, or a comment. % is scaled to controls: 0 for no effect and ±100 for the full control effect; potency is read from the fitted curve at half-maximal effect. Not all compounds are listed; rates above refer to the full screens.

SMILES | Lipid storage S3 | Lipid storage S3 cell count max
CN=C1S/C(=C\c2ccc(O)c(Br)c2)C(=O)N1C | -11% | -7
CN(C(=O)COC(=O)C1CCN(S(=O)(=O)c2ccc3c(c2)OCCO3)CC1)C1CCS(=O)(=O)C1 (centres undefined) | ? | ·
COc1cccc(/C=C/C(=O)NNC(=O)c2ccncc2)c1 | i[0.0737 µM] | 8
COc1ccc(NC(=O)c2nc[nH]c2C(=O)N(C)Cc2ccccc2)cc1 | -4% | 13
COc1ccc(C2NC(C(=O)O)Cc3c2[nH]c2ccccc32)cc1CN1CCN(c2ccc(F)cc2)CC1 (centres undefined) | 12% | 1
CCN(CC(=O)Nc1ccc2c(c1)OCCO2)C(=O)c1ccc(C)c(S(=O)(=O)N2CCOCC2)c1 | 20% | -4
Cc1ccc(C)c(N2CCN(C(=O)Cn3c(=O)oc4cc(S(=O)(=O)N5CCCC5)ccc43)CC2)c1 | ? | ·
O=[N+]([O-])c1ccc(N2CCN(c3ccc(F)cc3)CC2)cn1 | ? | ·
CC(=O)N1CCOc2ccc(S(=O)(=O)N(C)c3cccc(C)c3)cc21 | i | ·
Cc1nn2c(COc3ccc(NC(=O)c4ccccc4)cc3)nnc2c2ccccc12 | ? | ·
COc1ccccc1C(CNC(=O)c1ccc(C)c(S(=O)(=O)N2CCCCC2)c1)N(C)C (centres undefined) | 18% | -8
COc1ccccc1NC(=O)COC(=O)c1ccc([N+](=O)[O-])s1 | 25% | ·
COc1ccccc1CNC(=O)C(=O)NCC1OCCN1S(=O)(=O)c1ccccc1 (centres undefined) | 8% | -5
CCCNC(=O)C/C(C)=N/NC(=O)C(=O)Nc1ccccn1 | 7% | -1
COc1ccc(C2NC(=O)CCC2[N+](=O)[O-])c(OC)c1 (centres undefined) | ? | ·

Compounds shown so far containing an NH in an aromatic ring (2):
SMILES | Lipid storage S3 | Lipid storage S3 cell count max
COc1ccc(NC(=O)c2nc[nH]c2C(=O)N(C)Cc2ccccc2)cc1 | -4% | 13
COc1ccc(C2NC(C(=O)O)Cc3c2[nH]c2ccccc32)cc1CN1CCN(c2ccc(F)cc2)CC1 (centres undefined) | 12% | 1

Gathered by group: those above with fluorine.
SMILES | Lipid storage S3 | Lipid storage S3 cell count max
COc1ccc(C2NC(C(=O)O)Cc3c2[nH]c2ccccc32)cc1CN1CCN(c2ccc(F)cc2)CC1 (centres undefined) | 12% | 1
O=[N+]([O-])c1ccc(N2CCN(c3ccc(F)cc3)CC2)cn1 | ? | ·

The list goes on:
SMILES | Lipid storage S3 | Lipid storage S3 cell count max
Nc1nc(NCC(=O)O)nc(N2CCCCCC2)c1[N+](=O)[O-] | -4% | 21
CCCC(O)(CCN1CCOCC1)c1ccc(Br)cc1 (centres undefined) | 11% | 2
CC(C)[C@H](NC(=O)N1CC(=O)Nc2ccccc21)C(=O)N[C@@H](Cc1ccccc1)C(=O)O | ? | ·
O=C(CCN1C(=O)C2C3CCC(C3)C2C1=O)Nc1ccc(Cl)cc1Cl (centres undefined) | ? | ·
O=C(Oc1c(Cl)cc(Cl)c2cccnc12)c1cccc([N+](=O)[O-])c1 | ? | ·
Cc1ccc(NS(=O)(=O)c2ccc(Cl)c(C(=O)O)c2)cc1S(=O)(=O)N1CCOCC1 | 2% | 3
COc1ccc(-c2cnn3c(N)c(S(=O)(=O)c4ccccc4)cnc23)cc1 | ? | ·
CCOc1cc(N2CCOCC2)c(OCC)cc1NC(=S)NCCCOC | i | ·
CC1C2CC(CC1(C)C)N(C(=O)Nc1ccc3nccnc3c1)C2 (centres undefined) | ? | ·
O=C(O)C1CCCCN1C(=O)c1cc2c(s1)CCCCC2 (centres undefined) | ? | ·
N#CC1=C(N)SC(N)=C(C#N)C1Cc1ccccc1 | ? | ·
O=c1cc(CSc2ccccc2)nc(-c2ccncc2)[nH]1 | i | 11
COc1nc(NCc2ccc(Cl)cc2)nc(OC)n1 | 11% | -15
CC(=O)c1c(C)n(-c2ccc(Br)cc2)c2ccc(O)cc12 | ? | ·
O=C(NCc1ccco1)NC1CCCCC1 | 5% | 0
O=C1CS/C(=N/N=C/c2ccccc2)N1c1ccc(O)cc1 | 0% | 17
O=C(C[n+]1ccc(C(=O)NCc2ccccc2)cc1)c1ccc(OC(F)F)cc1 | 3% | 2
CN(c1nc2ccccc2n2c(C3CC3)nnc12)S(=O)(=O)c1ccccc1 | 1% | 23
COc1ccc(C(=O)N(CCc2ccccc2)Cc2ccccc2)c(OC)n1 | ? | ·
CC(C)(Cc1ccccc1)/[N+]([O-])=C\c1ccc(C(F)(F)F)cc1 | ? | ·
COC(=O)c1cc2n(n1)CCN(Cc1ccccc1Cl)C2=O | ? | ·
N#Cc1nc(-c2ccc(F)cc2)oc1NCc1ccccc1 | ? | ·
COC(=O)c1ccc(-n2nc(C(F)(F)F)c3c2-c2ccoc2CC3)cc1 | 4% | 1
COc1cc(C2NC(=O)NC(C)=C2C(=O)OCc2ccc(C)cc2)cc(OC)c1OC (centres undefined) | i | -18
CCOC(=O)c1cc(C(=O)Nc2ccc(C)c(F)c2)nn1C | 3% | -5
Cn1ccnc1/C(=N\NC(=O)c1ccc(O)cc1)c1cccc([N+](=O)[O-])c1 | 2% | -3
CC(=O)c1cccc(NC(=O)c2nc(-c3ccccc3)oc2C)c1 | 1% | -8
CC1CCN(S(=O)(=O)c2cn(CC(=O)N3CCN(C)CC3)c(=O)c3ccccc23)CC1 | ? | ·
CCCCOC(=O)CCc1nc2ccccc2[nH]1 | ? | ·
COC(=O)N1C(=O)[C@@](c2ccccc2)(C2CCCCC2)N1C(=O)OC | -12% | 2
C/C(=N/N=C(\C)c1ccccc1O)c1ccccc1O | ? | ·
c1ccc(CNc2ccc3ccccc3n2)nc1 | ? | ·
CC(C)c1ccc(/C=N/NC(=O)c2ccc(-n3cnnn3)cc2)cc1 | ? | ·
N=c1c2c(-c3ccccc3)c(-c3ccccc3)n(Cc3ccccc3)c2ncn1CCO | ? | ·
Cc1ccc(C(=O)/C=C/C(=O)O)cc1 | ? | ·
CCCN1CCN(CCCNC(=O)c2cc3c(=O)[nH]c4ccccc4c3s2)CC1 | 7% | -8
O=C1c2cccc3c(N4CCCCC4)ccc(c23)C(=O)N1c1ccccc1O | ? | ·
CSc1nc2ccccc2n1Cc1cccc(F)c1 | ? | ·
N#Cc1c(N)nc(SCc2ccccn2)c(C#N)c1-c1cccs1 | i | ·
CCN(CC)C(=O)COc1ccc(-c2nnc(N3CCCCC3)c3ccccc23)cc1 | ? | ·
COc1ccc(C(=O)N2CCC(C(=O)O)CC2)cc1 | ? | ·
O=C(Cc1cn(Cc2cccc(Cl)c2)c2ccccc12)N1CCCCCC1 | 0% | 0
CCOC(=O)CNC(=O)CCCCCC(=O)NCC(=O)OCC | -1% | -6
COc1ccc(-n2c(SCc3cccnc3)nc3c(c2=O)SCC3)cc1OC | 7% | 3
O=C(CN1CCN(c2ccccc2)CC1)Nc1nnc(-c2ccccc2)s1 | 7% | -19
CC(C)CCn1c(Sc2nc3ccccc3o2)nc2c1c(=O)[nH]c(=O)n2C | ? | ·
NC(=O)C1c2ccccc2Oc2ccccc21 | 10% | 16
CN(C)CCCNC(=O)Cc1ccc(Br)cc1 | ? | ·
O=C(Nc1ccc(Cl)c([N+](=O)[O-])c1)C(Sc1ccccc1)c1ccccc1 (centres undefined) | ? | ·
CCOc1ccc(CCNC(=O)COC(=O)c2c(OC)cccc2OC)cc1OCC | ? | ·
CC1CC(C)CN(S(=O)(=O)c2ccc3c(c2)oc(=O)n3CC(=O)N(C)Cc2ccccc2)C1 (centres undefined) | ? | ·
Cc1cc(NC(=O)CSCC(=O)OCC(=O)Nc2ccc(OC(F)F)cc2)no1 | 18% | 3
O=C(/C=C/c1ccccc1)c1ccc2c(c1)OCO2 | 9% | 17
O=C(NCCCN1CCOCC1)c1ccc(NC(=O)C2COc3ccccc3O2)cc1 (centres undefined) | 21% | 1
O=C(COC(=O)c1cccc(F)c1)Nc1ccc2c(c1)OCCO2 | ? | ·
O=C(C1CCCN(S(=O)(=O)c2ccccc2[N+](=O)[O-])C1)N1CCN(c2ccccc2)CC1 (centres undefined) | -16% | -20
CCC1(C)Cc2c(sc3nc(SCC(=O)O)[nH]c(=O)c23)CO1 (centres undefined) | ? | ·
COc1cc(/C=C/c2ccc3cccc(O)c3n2)cc(Br)c1OC | ? | ·
CN(C)S(=O)(=O)c1cccc(NC(=S)N2CCCCC2CO)c1 (centres undefined) | ? | ·
COc1cc(-c2nc3cnccn3c2Nc2ccc(C)cc2)ccc1O | ? | ·

Continued:
SMILES | Lipid storage S3 | Lipid storage S3 cell count max
CCC(=O)N1CCN(c2nnc(-c3ccccc3)c3ccccc23)CC1 | 12% | 9
CCOC(=O)C1CCN(S(=O)(=O)c2cn(C)cn2)CC1 | 0% | -7
Cc1cccc(C(=O)NCc2nnc(SCC(=O)NC3=NCCS3)n2C)c1 | i | 25
CC1=Nc2cc(C(=O)NCC3CCCO3)ccc2Sc2ccc(C)cc21 (centres undefined) | ? | ·
FC(F)(F)COc1nc(OCC(F)(F)F)nc(N2CCN(c3ccccc3)CC2)n1 | 25% | -9
Cc1cc(NC(=O)c2ccc3c(c2)C(=O)N(C(C)(C)C)C3=O)no1 | 0% | -8
CCCCC(=O)Nc1cccc(C(=O)N/N=C/c2ccc(OC)cc2OC)c1 | ? | ·
CN(Cc1ccccc1)C(=O)c1[nH]cnc1C(=O)N[C@@H](CCCCNC(=O)OC(C)(C)C)C(=O)OC(C)(C)C | -22% | 3
Cc1ccc(SCC(=O)Nc2cc(C)on2)cc1 | ? | ·
O=C1CCc2cc(S(=O)(=O)NCCC(=O)N3CCN(c4cccc(Cl)c4)CC3)ccc2N1 | 6% | 5
CCOC(=O)Cn1ccc(-c2ccccc2)c(C#N)c1=O | 0% | ·
Cc1nn(-c2nc(-c3ccco3)cc(C(F)(F)F)n2)c(C)c1Br | ? | ·
COc1ccccc1OCCn1cc(C(=O)C(C)C)c2ccccc21 | ? | ·
CCC(C)(C)NC(=O)C1CCN(c2nc(C)cc(C)n2)CC1 | 14% | 1
COc1ccc(CNC(=O)C2CCCN(S(=O)(=O)c3ccc4c(c3)C(C)(C)C(=O)N4C)C2)cc1 (centres undefined) | 19% | 6

Single records (already shown). Values in the order: Lipid storage S3, Lipid storage S3 cell count max
Entry for COc1ccccc1OCCn1cc(C(=O)C(C)C)c2ccccc21 = ?, ·
Entry for O=C1CCc2cc(S(=O)(=O)NCCC(=O)N3CCN(c4cccc(Cl)c4)CC3)ccc2N1 = 6%, 5
Entry for CC1=Nc2cc(C(=O)NCC3CCCO3)ccc2Sc2ccc(C)cc21 (centres undefined) = ?, ·
Entry for CCC(=O)N1CCN(c2nnc(-c3ccccc3)c3ccccc23)CC1 = 12%, 9
Entry for Cc1cc(NC(=O)c2ccc3c(c2)C(=O)N(C(C)(C)C)C3=O)no1 = 0%, -8

Continued.
SMILES | Lipid storage S3 | Lipid storage S3 cell count max
Cc1cc(=O)oc2cc3c(cc12)OCO3 | ? | ·
CCCOc1ccc(Oc2ccc(S(=O)(=O)N3CCN(C)CC3)cn2)cc1 | ? | ·
COc1cccc(-c2nc(NC3CCCC3)c3ccccc3n2)c1O | ? | ·
COc1ccc([N+](=O)[O-])cc1NC(=O)C1(c2ccc(OC)c(OC)c2)CCOCC1 | 23% | 29
COc1ccc2cc3c(N)c(C(=O)N4CCCC4)sc3nc2c1 | ? | ·
Nc1nnc(SCc2ccccc2)n1-c1ccccc1 | -1% | 0
Cc1cccc(-n2c(O)c(C=NCCCN3CCOCC3)c3ccccc3c2=O)c1 | ? | ·
O=C(c1cnn2c(C(F)(F)F)cc(-c3ccccc3)nc12)N1CCOCC1 | ? | ·
CCOc1ccc2c(c1)C(c1ccc(C)o1)=NNC(c1ccncc1)=N2 | ? | ·
COc1ccc(CN2CN(S(=O)(=O)c3ccccc3)c3nc4ccccc4nc32)cc1 | 24% | 13
COCc1nnc(NS(=O)(=O)c2ccc(NC(C)=O)cc2)s1 | ? | ·
COc1ccc(N2CCN(C(=O)COC(=O)COc3ccc(C#N)cc3)CC2)cc1 | ? | ·
CN(CC(=O)Nc1ccc(Cl)c(C(F)(F)F)c1)C(=O)CCc1nc2ccccc2c(=O)[nH]1 | 8% | -6
CC(C)OCCCNC(=O)[C@H]1N2C(=O)c3ccccc3C2SC1(C)C (some centres undefined) | 15% | 25
Cc1ccccc1OC(C)C(=O)Nc1ccc(S(=O)(=O)Nc2nccs2)cc1 (centres undefined) | ? | ·
Cn1c(N)c(C(=O)COC(=O)c2ccc(Br)o2)c(=O)n(C)c1=O | 0% | 4
COc1cccc(N2CCN(c3cnc4ccccc4n3)CC2)c1 | ? | ·
Cc1ccc(NC(=O)C(OC(=O)c2ccc(NC(N)=O)cc2)c2ccccc2)cc1Cl (centres undefined) | ? | ·
Cc1cccc(C(=O)OCN2C(=O)c3ccccc3C2=O)c1[N+](=O)[O-] | ? | ·
COc1ccc(NC(=O)CC2C(=O)N(C)C(=S)N2CCc2ccccc2)cc1 (centres undefined) | ? | ·
COCCN(Cc1cc2cc3c(cc2nc1Cl)OCO3)C(=O)Nc1ccc(F)cc1 | ? | ·
CCOC(=O)Cc1csc(NC(=O)C(NC(=O)C2CCCCC2)C(C)C)n1 (centres undefined) | 3% | 20
CCc1nnc(NC(=O)CCC(=O)N2CCC(Cc3ccccc3)CC2)s1 | i | -5
O=C(Cc1ccccc1[N+](=O)[O-])Nc1nccs1 | 13% | 15
CC(=O)N1CCN(S(=O)(=O)c2cccc(C(=O)Nc3ccc(C)cn3)c2)CC1 | ? | ·
NC(=O)N/N=C/c1ccc(N2CCOCC2)s1 | ? | ·
O=c1c2ccccc2cnn1Cc1ccc(Cl)c(Cl)c1 | ? | ·
O=S(=O)(NCCn1cccc1)c1ccc2ccccc2c1 | 8% | ·
